Screening data deposited in PubChem by National Center for Advancing Translational Sciences (NCATS).
HEK293 tox = cytotoxic compounds in HEK 293 cells. HEK 293 viability, ATP luminescence (CellTiter-Glo), 48-72 h. 94,000 tested, 6.6% active. Potency, µM (doses to about 115 µM), without a hit: top-dose activity change, negative = cytotoxicity, usual class: inhibitors. AID 1345083; note: potency is the fitted concentration of half-maximal effect; nearly all actives have a fitted effect of over 60% in size
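HEK 293 seeded at 250 cells/well receive compound via pintool. After 48 or 72 hr at 37 degree Celsius, 5% CO2 and 95% humidity, CellTiter-Glo is dispensed and luminescence read following 10 min at room temperature.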
IP6K1 inhibitor = IP6K1 kinase inhibition; IP6K1 kinase, ADP-Glo luminescence, 2 h; stronger effect = lower value; activity change, % (series mostly up to about 58 µM); 140,000 tested, 0.81% active; in the data active = activity change below about -25%
Target sequence (Q92551 whole entry, looked up): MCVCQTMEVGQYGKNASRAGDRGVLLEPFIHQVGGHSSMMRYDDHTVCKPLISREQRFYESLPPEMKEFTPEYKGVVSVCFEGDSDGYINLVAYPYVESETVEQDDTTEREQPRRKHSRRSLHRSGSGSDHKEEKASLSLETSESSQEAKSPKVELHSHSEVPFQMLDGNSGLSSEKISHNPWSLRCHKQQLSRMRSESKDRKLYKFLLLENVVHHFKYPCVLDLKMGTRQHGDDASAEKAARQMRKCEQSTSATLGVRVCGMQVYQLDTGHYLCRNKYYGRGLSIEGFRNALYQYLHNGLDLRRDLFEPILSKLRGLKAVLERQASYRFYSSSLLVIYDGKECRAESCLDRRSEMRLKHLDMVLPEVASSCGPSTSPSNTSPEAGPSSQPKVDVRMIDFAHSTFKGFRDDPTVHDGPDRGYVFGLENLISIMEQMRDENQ
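ADP-Glo luminescence measures ADP made by human IP6K1 during a 2 h RT reaction with ATP/IP6 (mix at 1.3 mM/130 uM); top library doses 57.5 and 19.1 uM final.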
FLuc inh = inhibitors of firefly (Photinus pyralis) luciferase; purified P. pyralis luciferase, luminescence, biochemical; Potency, µM (top dose mostly 115 µM), without a hit: at the highest dose activity change, negative = inhibition, most hits filed as inhibitors; 76,000 tested, 2.5% active; AID 1347043; note: potency is the fitted concentration of half-maximal effect; nearly all actives have a fitted effect of over 65% in size
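Inhibitors were tested against purified firefly luciferase in a biochemical, low-substrate format (both substrates at 10uM) and luminescence measured with a CCD imager.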
HEK293 viab = reduces viability of HEK-293 SNCA reporter cells. HEK-293-SNCA-luc viability, GF-AFC fluorescence, 24 h. Potency, µM (titrated, usually from 57.1 µM), inactives show top-dose activity change, negative = cytotoxicity, usual class: cytotoxic. 150,000 tested, 0.12% active. AID 1671193;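 note: potency is the fitted concentration of half-maximal effect; 0% = DMSO-treated cells and -100% = medium-only wells without cells; nearly all actives have a fitted effect of over 30% in size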
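HEK-293-SNCA-luc cells (1500/well) plated 24 h, then exposed 24 h to a dilution series; GF-AFC added 30 min at 37C, fluorescence 405/540 nm; normalised to medium-only and DMSO wells, Hill fit.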
SNCA expr inh = inhibitors of alpha-synuclein (SNCA) gene expression. HEK-293 SNCA-luciferase knock-in, luminescence, 24 h. Potency, µM (highest dose often 57.2 µM), for inactives: at the highest dose activity change, negative = inhibition, usual class: inhibitors. 140,000 tested, 0.17% active. AID 1671194;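 note: potency is the fitted concentration of half-maximal effect; plate controls were DMSO cells for no effect and cell-free wells for full effect; nearly all actives have a fitted effect of over 45% in size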
GPT2 inhibitor = GPT2 alanine aminotransferase inhibition; Recombinant GPT2, coupled pyruvate oxidase/HRP Amplex Red fluorescence; Potency, µM (top dose mostly 57.7 µM), without a hit: at the top dose activity change, negative = inhibition, actives largely listed as inhibitors; 100,000 tested, 0.25% active; AID 1671188; note: potency is the fitted concentration of half-maximal effect; nearly all actives have a fitted effect of over 60% in size; many of its hits are not listed in these tables
Target sequence (Q8TD30 whole entry, looked up): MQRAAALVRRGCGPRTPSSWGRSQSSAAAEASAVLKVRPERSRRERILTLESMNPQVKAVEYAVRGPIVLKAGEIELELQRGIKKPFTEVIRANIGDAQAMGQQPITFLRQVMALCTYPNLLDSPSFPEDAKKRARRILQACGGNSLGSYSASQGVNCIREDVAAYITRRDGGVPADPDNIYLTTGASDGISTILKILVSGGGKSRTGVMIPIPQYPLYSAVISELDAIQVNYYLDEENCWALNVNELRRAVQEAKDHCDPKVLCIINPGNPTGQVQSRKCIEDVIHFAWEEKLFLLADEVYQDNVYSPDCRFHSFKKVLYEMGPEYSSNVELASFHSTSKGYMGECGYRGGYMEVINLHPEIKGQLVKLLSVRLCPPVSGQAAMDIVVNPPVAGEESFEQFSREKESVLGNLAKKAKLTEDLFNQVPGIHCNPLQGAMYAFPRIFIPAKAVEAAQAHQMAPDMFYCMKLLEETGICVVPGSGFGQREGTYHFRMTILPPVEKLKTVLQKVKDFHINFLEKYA
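Fluorescence of coupled pyruvate oxidase/HRP/Amplex Red system (50uM Amplex, 30 min, dark) reports pyruvate formed by GPT2. Enzyme reaction: 10ng/uL GPT2, 2mM L-alanine, 250uM a-KG, 30 min room temperature, pH 7.5; 50uM AOA control.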
NIH3T3 tox = kills NIH 3T3 cells; Potency, µM (doses to about 96.7 µM), inactives show at the top dose activity change, negative = cytotoxicity, usual class: inhibitors; NIH 3T3 viability, CellTiter-Glo ATP luminescence, 48-72 h; 94,000 tested, 4.3% active; note: potency is the fitted concentration of half-maximal effect; nearly all actives have a fitted effect of over 55% in size
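NIH 3T3 cells at 400 cells/well received 23 nL of compound by pintool and were incubated 48 or 72 h at 37 °C. Viability was read as ATP-coupled CellTiter-Glo luminescence.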
An asterisk follows results filed as active; [ ] = another dose, or the depositor's remark. Unless noted, calls come from the whole dose curve; as a rule, active = well fitted curve in the direction sought with a large enough effect; inconclusive = small, poorly fitted or top-dose-only effect, or another doubt; inactive = no such curve, though single readings can be large; an effect the other way counts as inactive or inconclusive. Unless noted, % is set by controls: 0 for no effect and ±100 for the full control effect. Some of the compounds tested. The share of hits here may be higher or lower than overall.

What do the screens show for `Cc1nn(-c2ccccc2)c2c1C(C)N(C1CCN([S+](=O)([O-])c3ccccc3)C1)C2=O` (centres undefined)?
HEK293 tox: inconclusive; IP6K1 inhibitor: -12; NIH3T3 tox: inconclusive

How did Cn1nc(C2CC2)n(C2CCN(C(=O)c3ccsc3)CC2)c1=O do in these assays?
HEK293 tox: 2%; IP6K1 inhibitor: 15; HEK293 viab: 1%; SNCA expr inh: 15%; GPT2 inhibitor: inactive; NIH3T3 tox: -28%

Results for CCOc1ccc(Br)cc1S(=O)(=O)Nc1cccc(-c2ccc(OC)nn2)c1 ?
IP6K1 inhibitor: 1; HEK293 viab: -8%; SNCA expr inh: -10%

What do the screens show for `C=Cc1ccc(Cn2ccn(-c3ccc(F)c(F)c3)c(=O)c2=O)cc1`?
IP6K1 inhibitor: 22; HEK293 viab: 4%; SNCA expr inh: 10%

What do the screens show for `O=C1CC(C(=O)NCc2cc3n(n2)CCN(C2CCCCC2)C3)C2(CCCC2)O1` (centres undefined)?
HEK293 tox: -33%; IP6K1 inhibitor: -9; FLuc inh: -6%; HEK293 viab: 5%; SNCA expr inh: -23%; GPT2 inhibitor: 2%; NIH3T3 tox: -16%

How did Cc1cccc(-c2nc3nc(C)cc(N4CCN(c5ccccc5)CC4)n3n2)c1 do in these assays?
IP6K1 inhibitor: 8; HEK293 viab: 3%; SNCA expr inh: 1%

Results for O=C(CC(c1cccs1)N1Cc2ccccc2C1=O)Nc1ccccc1 (centres undefined) ?
IP6K1 inhibitor: -2; HEK293 viab: -13%; SNCA expr inh: 11%

What do the screens show for `CCc1ccc(-n2c(=O)c3cccnc3n2CC(=O)NCc2ccc(C)cc2)cc1`?
IP6K1 inhibitor: -2; HEK293 viab: 6%; SNCA expr inh: 9%

Results for CN(C)c1cccc(-c2cn(C)c(=O)n3cc(COc4ccc(Cl)cc4)nc23)c1 ?
HEK293 tox: inconclusive; IP6K1 inhibitor: 1; FLuc inh: 5%[172 µM]; HEK293 viab: -17%[87.6 µM]; SNCA expr inh: -23%[87.6 µM]; GPT2 inhibitor: 3%[88.5 µM]; NIH3T3 tox: inconclusive

What do the screens show for `O=C(Nc1nnc2n1CCS2)c1ccccc1C(F)(F)F`?
IP6K1 inhibitor: 8; HEK293 viab: -7%; SNCA expr inh: 34%[activator]

What do the screens show for `CC(=O)N1Cc2ccccc2CC2(CCCCN2Cc2ccccn2)C1` (centres undefined)?
HEK293 tox: -8%; IP6K1 inhibitor: -17; HEK293 viab: -11%; SNCA expr inh: -18%; GPT2 inhibitor: 1%; NIH3T3 tox: -6%

How did COc1ccc(CN2CCc3nc(N4CCN(C)CC4)[nH]c(=O)c3CC2)cc1OC do in these assays?
HEK293 tox: 12%; IP6K1 inhibitor: 0; FLuc inh: 5%; HEK293 viab: 6%; SNCA expr inh: 17%; GPT2 inhibitor: -3%; NIH3T3 tox: 0%

What do the screens show for `Cc1ccc(Cl)cc1NC(=O)C(C)n1nnc2sc3c(c2c1=O)CCCC3` (centres undefined)?
IP6K1 inhibitor: 13; HEK293 viab: 8%; SNCA expr inh: -11%

What do the screens show for `CN(C)C(=O)N1CCCN(c2ccc3nnc(C4CC4)n3n2)CC1`?
HEK293 tox: -14%[172 µM]; IP6K1 inhibitor: 16; NIH3T3 tox: -26%[138 µM]

How did CC(C)(C)c1nnc2ccc(C(=O)NCc3cccc(Cl)c3)cn12 do in these assays?
HEK293 tox: inconclusive; IP6K1 inhibitor: -6; HEK293 viab: -5%[87.6 µM]; SNCA expr inh: -17%[87.6 µM]; GPT2 inhibitor: inactive; NIH3T3 tox: inconclusive

Results for C=CCCC(CN1CCSCC1)Oc1nc(OC)cc(OC)n1 (centres undefined) ?
HEK293 tox: inconclusive; IP6K1 inhibitor: -2; FLuc inh: -9%; HEK293 viab: 4%; SNCA expr inh: 8%; GPT2 inhibitor: inactive; NIH3T3 tox: inconclusive

Results for O=C1CC(c2ccccc2)N(C(=O)C2CC2)CCCN(C(=O)Cc2cccc(F)c2)CCN1 (centres undefined) ?
HEK293 tox: 2%; IP6K1 inhibitor: 3; FLuc inh: -1%; HEK293 viab: -2%; SNCA expr inh: -5%; GPT2 inhibitor: inactive; NIH3T3 tox: -14%

How did Cc1ccc(C)c(NC(=O)Cn2c(N3CCN(c4ccccc4)CC3)nc(C)cc2=O)c1 do in these assays?
HEK293 tox: inconclusive; IP6K1 inhibitor: -1; FLuc inh: 7%; HEK293 viab: -3%; SNCA expr inh: -1%; GPT2 inhibitor: -6%; NIH3T3 tox: -6%

How did Cc1ccc(NC(=O)c2c(C)nc3sc(C(=O)Nc4ccc(F)cc4)c(N)c3c2-c2ccc(C)o2)c(C)c1 do in these assays?
IP6K1 inhibitor: -6; HEK293 viab: 24%; SNCA expr inh: 50%[activator]

How did CCCCOC(=O)c1ccc(NC(=O)c2cc(-c3cccs3)on2)cc1 do in these assays?
IP6K1 inhibitor: -10; HEK293 viab: -4%; SNCA expr inh: -26%

The final 2 compounds of the section above open the next one:
How did Cc1ccc(NC(=O)c2c(C)nc3sc(C(=O)Nc4ccc(F)cc4)c(N)c3c2-c2ccc(C)o2)c(C)c1 do in these assays?
IP6K1 inhibitor: -6; HEK293 viab: 24%; SNCA expr inh: 50%[activator]

How did CCCCOC(=O)c1ccc(NC(=O)c2cc(-c3cccs3)on2)cc1 do in these assays?
IP6K1 inhibitor: -10; HEK293 viab: -4%; SNCA expr inh: -26%

How did CC(C)CN1CCc2nc(Nc3ccc(F)cc3F)ncc2C1 do in these assays?
IP6K1 inhibitor: 17; HEK293 viab: inconclusive; SNCA expr inh: 137%[activator]

Results for O=C(c1ccncc1)N1CCCC(c2nnc3n2CCNC3)C1 (centres undefined) ?
HEK293 tox: inactive; IP6K1 inhibitor: 4; HEK293 viab: 5%; SNCA expr inh: inconclusive; GPT2 inhibitor: -14%; NIH3T3 tox: inactive

How did Cc1nc(-c2ccccc2)n(CC(=O)Nc2cccc(C#N)c2)c(=O)c1CCO do in these assays?
HEK293 tox: 40µM*; IP6K1 inhibitor: -4; FLuc inh: 0%; HEK293 viab: -16%; SNCA expr inh: 8%; GPT2 inhibitor: inactive; NIH3T3 tox: inconclusive

What do the screens show for `CC(C)CNC(=O)N1CCCCC1c1nc(CCOc2ccc(F)cc2)no1` (centres undefined)?
HEK293 tox: inconclusive; IP6K1 inhibitor: 39; FLuc inh: 7%; HEK293 viab: -11%; SNCA expr inh: -16%; GPT2 inhibitor: inactive; NIH3T3 tox: inconclusive

How did COc1ccc(NC(=O)CCCN2C(=O)C(c3ccccc3)Oc3cccnc32)c(OC)c1 (centres undefined) do in these assays?
IP6K1 inhibitor: 31; HEK293 viab: -2%; SNCA expr inh: 20%

Results for O=C(Nc1nccs1)[C@@H]1C[C@H](c2ccc(F)cc2)N(Cc2ccccc2Cl)C1 ?
HEK293 tox: inconclusive; IP6K1 inhibitor: 7; FLuc inh: 0%[172 µM]; HEK293 viab: -21%[87.6 µM]; SNCA expr inh: -30%[87.6 µM]; GPT2 inhibitor: -23%[88.5 µM]; NIH3T3 tox: 32µM*

Results for O=C1CC2(CCN(C(=O)C3CCN(C(=O)c4ccc(C(F)(F)F)cc4)C3)CC2)Oc2ccccc2N1 (centres undefined) ?
HEK293 tox: inconclusive; IP6K1 inhibitor: 13; HEK293 viab: -1%; SNCA expr inh: -2%; GPT2 inhibitor: -38%; NIH3T3 tox: -21%

What do the screens show for `O=C(N[C@@H]1CN(Cc2ccccc2)C[C@H]1CO)c1ncccn1`?
HEK293 tox: -5%; IP6K1 inhibitor: 2; FLuc inh: 5%; HEK293 viab: 9%; SNCA expr inh: 0%; GPT2 inhibitor: inactive; NIH3T3 tox: -5%

What do the screens show for `Cc1ccc(N(CC(=O)Nc2ccc(C)c(Cl)c2)S(=O)(=O)c2cccs2)cc1`?
IP6K1 inhibitor: -8; HEK293 viab: 17%; SNCA expr inh: 8%

How did O=C([C@@H]1C[C@H](F)CN1C(=O)NCc1cccc(F)c1)N1CCCCC1 do in these assays?
HEK293 tox: 9%; IP6K1 inhibitor: 0; FLuc inh: 0%; HEK293 viab: 5%; SNCA expr inh: inconclusive; GPT2 inhibitor: inactive; NIH3T3 tox: 1%

What do the screens show for `COc1ccccc1NC(=O)c1sc2nc(C)c(C(=O)Nc3ccc(C)cc3C)c(-c3ccc(Br)cc3)c2c1N`?
IP6K1 inhibitor: 11; HEK293 viab: 4%; SNCA expr inh: -9%

What do the screens show for `O=C(Cn1nnc(-c2ccc(C(F)(F)F)cc2)n1)NCCc1ccccc1`?
IP6K1 inhibitor: 5; HEK293 viab: -8%; SNCA expr inh: -24%

What do the screens show for `CCC(C)C(=O)NC1CCN(c2cnn(CCOC)c(=O)c2)CC1` (centres undefined)?
HEK293 tox: -6%; IP6K1 inhibitor: 40; FLuc inh: -5%; HEK293 viab: 9%; SNCA expr inh: 23%; GPT2 inhibitor: -9%; NIH3T3 tox: -12%

How did O=C(NCCc1noc(-c2ccccc2)n1)c1n[nH]c2c1CCCCCC2 do in these assays?
HEK293 tox: inconclusive; IP6K1 inhibitor: 7; HEK293 viab: -23%; SNCA expr inh: 11%; GPT2 inhibitor: inactive; NIH3T3 tox: inconclusive

Results for CCc1noc(-c2cn(C3CCN(C(=O)c4ccc(F)c(Cl)c4)C3)nn2)n1 (centres undefined) ?
HEK293 tox: inconclusive; IP6K1 inhibitor: -7; FLuc inh: 8%; HEK293 viab: -1%; SNCA expr inh: -29%; GPT2 inhibitor: inactive; NIH3T3 tox: inconclusive

What do the screens show for `Cc1cc(C)n(CC(=O)N2C[C@@H](CO)[C@H](c3nc(C4CC4)no3)C2)n1`?
HEK293 tox: -5%; IP6K1 inhibitor: -9; FLuc inh: -3%; HEK293 viab: 6%; SNCA expr inh: 1%; GPT2 inhibitor: inactive; NIH3T3 tox: -3%

What do the screens show for `CC(C)Oc1ccc(CNC(=O)CCCn2c(=O)c3cccn3c3cccnc32)cc1`?
IP6K1 inhibitor: 7; HEK293 viab: 5%; SNCA expr inh: inconclusive

Results for CC(=O)c1ccc(NC(=O)CN(C)S(=O)(=O)c2cc3c(cc2Cl)NC(=O)CO3)cc1 ?
IP6K1 inhibitor: -7; HEK293 viab: -9%; SNCA expr inh: -13%

Results for COc1cccc(CCNC(=O)c2c(O)nc3ccccn3c2=O)c1 ?
IP6K1 inhibitor: 0; HEK293 viab: 5%; SNCA expr inh: 19%

How did O=C(CCCc1ccccc1)NCCC1CCN(C(=O)Nc2cc(F)cc(F)c2)CC1 do in these assays?
HEK293 tox: -11%; IP6K1 inhibitor: -6; FLuc inh: inconclusive; HEK293 viab: -1%; SNCA expr inh: 38%; GPT2 inhibitor: inactive; NIH3T3 tox: -23%

What do the screens show for `CCCCn1c(=O)c2oc3ccccc3c2n(CC(=O)Nc2cc(C)ccc2C)c1=O`?
IP6K1 inhibitor: 22; HEK293 viab: -5%; SNCA expr inh: -19%
